OXTR ag = human OXTR agonism; CHO-OTR cells, Fluo-8 calcium fluorescence; normalized: DMSO 0%, oxytocin 100%; AID 2435; P30559; activation, % at 3 µM; 0.32% of 320,000 active;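 active = activation above the mean of all tested compounds plus 3 SD, cutoff set per screening run, cut at about 20% in these data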;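 note: peak over basal fluorescence ratio from a 100 s FLIPR kinetic read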
Target sequence (P30559 whole entry, looked up): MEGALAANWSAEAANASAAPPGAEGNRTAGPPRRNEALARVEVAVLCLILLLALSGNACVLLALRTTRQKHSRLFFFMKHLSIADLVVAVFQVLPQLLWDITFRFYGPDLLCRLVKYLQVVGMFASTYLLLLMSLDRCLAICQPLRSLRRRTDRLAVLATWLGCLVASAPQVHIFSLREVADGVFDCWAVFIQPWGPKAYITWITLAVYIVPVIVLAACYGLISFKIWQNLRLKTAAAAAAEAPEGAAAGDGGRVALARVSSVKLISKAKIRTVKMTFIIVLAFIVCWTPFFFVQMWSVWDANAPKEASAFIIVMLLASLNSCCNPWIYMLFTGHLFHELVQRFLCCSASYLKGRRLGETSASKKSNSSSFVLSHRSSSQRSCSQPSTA
IMP-1 inhibitor = inhibitors of Pseudomonas aeruginosa IMP-1 metallo-beta-lactamase; purified IMP-1, nitrocefin hydrolysis, epi-absorbance fluorescence; inhibition, % at 5.6 µM; AID 1556; 0.45% of 290,000 active;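 active = inhibition above the mean plus 3 SD of all compounds in the same screening run, cut at about 4.5% in these data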;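 note: 0% = IMP-1 with DMSO and 100% = DMSO wells lacking enzyme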
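System: Purified IMP-1 | Read-out basis: Percent enzyme inhibition | Controls: IMP-1 with DMSO as 0%, enzyme-free DMSO as 100% | Replicates: One well per compound | Doses: 5.6 µM nominal single concentration | Detection: Epi-absorbance fluorescence, 480 nm excitation, 530 nm emission | Incubation: 25 °C, 15 min preincubation, 25 min reaction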
GalR3 antag = antagonists of human GalR3. O60755. HEK293 GalR3-CNG cAMP membrane potential fluorescence; galR3 body fused to GalR1 C-terminus. inhibition, % at 3 µM. 0.44% of 360,000 active;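 active = inhibition above the screen-wide average plus 3 SD, cut at about 13% in these data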;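 note: forskolin and galanin both at EC90 stimulate the cells; cAMP rise reported by CNG channel membrane potential dye signal; 0% = forskolin plus galanin with DMSO and 100% = forskolin alone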
V1aR counter = activates human V1a receptor in oxytocin agonist counter-screen | AID 2797 | CHO-V1R cells, Fluo-8 calcium fluorescence, agonist mode; 0% DMSO, 100% 3 nM vasopressin | 0.25% of 320,000 active | activation, % at 3 µM;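 active = activation above the mean activation of all tested compounds plus 3 SD, per screening run, cut at about 20% in these data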;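 note: signal is peak over basal fluorescence ratio across a 100 second FLIPR read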
NS3 helicase inh = HCV NS3 helicase inhibition. NS3 helicase DNA unwinding, Cy5 molecular beacon fluorescence. inhibition, % at 10.9 µM. 0.56% of 290,000 active. AID 1800;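 active = inhibition above the mean of all tested compounds plus 3 SD, set per campaign, cut at about 35% in these data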;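 note: 0% = DMSO wells and 100% = thioflavine S control wells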
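Test system: hepatitis C virus NS3 helicase domain fragment enzyme. Also added: annealed dual-labelled DNA beacon duplex, ATP-started. Timing: 60 min unwinding reaction at 25 °C after ATP addition. Technique: Cy5 fluorescence. Measure: % inhibition of unwinding.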
FID counter = counter-screen for HCV NS3 helicase inhibitors: DNA intercalator displacement; DNA fluorescent intercalator displacement, fluorescence; inhibition, % at 7.9 µM; 0.17% of 290,000 active; AID 1845; in the data active = inhibition above about 37%;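 note: 0% = vehicle and 100% = reference compound; higher means more ethidium bromide displaced from hairpin DNA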
GPR7 antagonist = human neuropeptides B/W receptor 1 antagonism; GPR7-expressing cells, fluorescence antagonist assay; inhibition, % at 4.4 µM; 1.1% of 290,000 active; AID 1861; in the data active = inhibition above about 16%, passing the limit was not always enough;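 note: cells stimulated with the agonist NPW; 0% = agonist with vehicle and 100% = vehicle without agonist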
Target sequence (P48145 whole entry, looked up): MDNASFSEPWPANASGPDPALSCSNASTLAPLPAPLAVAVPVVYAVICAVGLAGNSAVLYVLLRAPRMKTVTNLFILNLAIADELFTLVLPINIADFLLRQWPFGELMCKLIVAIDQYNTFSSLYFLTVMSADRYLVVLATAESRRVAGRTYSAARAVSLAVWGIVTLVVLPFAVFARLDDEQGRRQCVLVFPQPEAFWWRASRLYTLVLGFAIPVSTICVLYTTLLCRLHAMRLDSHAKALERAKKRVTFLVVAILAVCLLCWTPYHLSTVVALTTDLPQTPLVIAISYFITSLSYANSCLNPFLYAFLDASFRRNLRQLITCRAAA
VIM-2 inhibitor = inhibitors of Pseudomonas aeruginosa VIM-2 metallo-beta-lactamase. purified VIM-2, nitrocefin hydrolysis, epi-absorbance fluorescence. inhibition, % at 5.6 µM. 0.89% of 290,000 active. AID 1527;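 active = inhibition above the mean of all tested compounds plus 3 SD, cutoff set per screening run, cut at about 7.5% in these data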;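 note: red hydrolysis product quenches plate fluorescence so inhibitors raise well fluorescence; 0% = enzyme with DMSO and 100% = DMSO without enzyme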
PHOSPHO1 inh = inhibitors of human PHOSPHO1 phosphatase. Q8TCT1. 1.1% of 290,000 active. recombinant PHOSPHO1, absorbance phosphatase assay. inhibition, % at 13.3 µM. AID 1565; in the data active = inhibition above about 60%
Target sequence (Q8TCT1 whole entry, looked up): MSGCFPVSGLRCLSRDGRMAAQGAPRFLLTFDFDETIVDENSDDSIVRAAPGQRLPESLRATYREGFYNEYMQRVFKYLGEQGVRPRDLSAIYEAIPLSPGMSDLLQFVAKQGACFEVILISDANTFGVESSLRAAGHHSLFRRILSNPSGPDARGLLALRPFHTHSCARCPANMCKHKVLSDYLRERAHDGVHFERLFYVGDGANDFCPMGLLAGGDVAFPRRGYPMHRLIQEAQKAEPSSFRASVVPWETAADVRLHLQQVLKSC
* marks the source's active call; other numbers are inactive results; / = no result given.

SMILES | OXTR ag | IMP-1 inhibitor | GalR3 antag | V1aR counter | NS3 helicase inh | FID counter | GPR7 antagonist | VIM-2 inhibitor | PHOSPHO1 inh
Clc1cccc(-c2nnc(SCc3nc4ccccc4[nH]3)n2Cc2ccco2)c1 | 1.1 | -2.0 | 6 | 2.3 | 1 | -15 | -18 | -0.2 | 77*
Cc1c(C(=O)Nc2ccccc2Cl)oc2ccc(S(=O)(=O)N3CCC4(CC3)OCCO4)cc12 | 0.9 | -2.6 | 0 | 0.4 | 5 | -4 | -4 | -1.4 | -6
COCCc1nc2ccc(C(=O)N(C)Cc3cccc(-n4cccn4)c3)cc2o1 | 0.0 | -3.0 | -1 | 1.6 | 2 | -34 | -6 | -2.8 | 17
Cc1cc(C)cc(Oc2ncnc3c2ncn3Cc2c(Cl)cccc2Cl)c1 | -0.6 | -0.4 | -5 | 0.3 | 2 | -4 | -4 | 0.1 | -3
Cc1ccc(-n2c(C)cc(C(=O)COc3cccnc3[N+](=O)[O-])c2C)cc1 | 0.9 | -3.4 | -7 | 2.4 | -6 | 0 | -12 | -4.4 | 2
CCNC(=S)N1CCN(S(=O)(=O)/C=C/c2ccccc2)CC1 | 4.1 | -0.5 | -5 | 2.7 | 1 | -14 | 11 | -2.3 | -4
O=C(Nc1cccnc1Oc1ccc(Cl)cc1)c1cccc2ccccc12 | -1.6 | -1.6 | 2 | 1.2 | -7 | -19 | -7 | -0.6 | -10
C/C(=C\C(=O)c1ccc(Cl)s1)N(C)C | -1.1 | -2.7 | -6 | -0.7 | 1 | -2 | -7 | -2.1 | 56
O=C(Oc1ccccc1[N+](=O)[O-])c1cccnc1 | -0.2 | -3.2 | -2 | 0.4 | -3 | 2 | -10 | -1.2 | 2
COc1ccc(CNC(=O)Cn2nc(Cc3cccnc3)c3ccccc3c2=O)cc1 | -1.4 | -1.7 | / | -0.7 | -3 | -11 | -6 | -0.7 | -7
COc1cc2c(cc1OC)C(C)N(C(=O)c1c(C)noc1C)CC2 (stereo not given) | 0.2 | -2.4 | -4 | 0.7 | -3 | -7 | -8 | -2.2 | 12
Cc1cc(=O)n2[nH]c(-c3ccsc3-n3c(C)ccc3C)cc2n1 | -0.3 | 1.0 | -5 | 0.2 | 32 | -4 | 1 | 1.1 | 33
CC(=O)c1c(C)[nH]c(C(=O)COC(=O)CCCOc2ccccc2)c1C | 7.8 | -1.4 | 1 | 8.2 | -1 | -16 | -10 | -4.6 | 16
COCCN1C=C(C(=O)OC)C(c2ccccc2C(F)(F)F)C(C(=O)OC)=C1 | -1.7 | 0.4 | 1 | -0.8 | 0 | -17 | -2 | -0.5 | 9
FC(F)(F)c1cc(C(F)(F)F)n2nc(-c3sccc3-n3cccc3)cc2n1 | -0.6 | -0.8 | 3 | 0.0 | 2 | 0 | 4 | -1.5 | 33
O=C(Nc1ccc(N2CCOCC2)cc1)c1ccc(S(=O)(=O)NCc2ccco2)cc1 | 1.2 | -2.1 | 2 | 0.6 | 10 | -5 | -6 | -2.0 | 31
O=C(CSc1nnc(COc2cccc3cccnc23)o1)N1CCCC1 | 0.4 | -1.7 | -3 | 0.4 | -5 | -5 | -11 | -2.8 | 29
NNC(=O)c1ccc(Cn2cc(Br)cn2)o1 | -0.6 | -2.4 | -4 | -0.8 | 0 | -17 | -2 | -2.4 | 20
Cc1cccc(C(=O)NCC(=O)N2CC(=O)Nc3ccccc32)c1 | -0.6 | -1.5 | -1 | 0.3 | -4 | -6 | -11 | -0.7 | -12
C=C(C)CN(CC)C(=O)CC1C(=O)NCCN1Cc1c(F)cccc1Cl (stereo not given) | -0.5 | -2.7 | -3 | 0.8 | 5 | -21 | -1 | -1.0 | 26
O=C(CSc1nnc(-c2ccc3c(c2)OCO3)n1-c1ccccc1)c1ccccc1 | -1.8 | -2.4 | 3 | 0.6 | 5 | -9 | -2 | -1.0 | -3
CCOC(=O)CNC(=S)N(Cc1ccccc1F)C1CCCCC1 | -0.8 | -1.0 | -1 | -1.4 | -7 | -20 | -13 | -0.9 | -16
C=CCN=C1S/C(=C/c2cccc([N+](=O)[O-])c2)C(=O)N1CC=C | -2.0 | -4.2 | -3 | -0.6 | -4 | 17 | -14 | -0.3 | -3
COc1ccc(NC(=O)N2CCCc3ccccc32)cc1 | 0.8 | -2.0 | -3 | 0.3 | 0 | 0 | -4 | -2.5 | 5
O=C(CSc1nccc(=O)[nH]1)NCc1ccc2c(c1)OCO2 | 0.0 | -2.3 | -2 | 0.3 | 8 | -2 | -19 | -2.0 | 19
COc1ccc(-c2cc(-c3ccc(F)cc3)nc(N3CCN(C)CC3)n2)cc1 | 1.1 | -0.3 | -4 | 2.5 | -49 | 10 | -1 | -1.4 | /
CC(Sc1nc(-c2ccccc2)cc(C(F)(F)F)n1)C(=O)N1CCCCC1 (stereo not given) | -2.1 | -0.5 | / | -0.2 | 3 | -29 | -8 | -1.2 | 45
Cc1ccc([N+](=O)[O-])cc1N=C(c1cccc(Br)c1)N1CCOCC1 | -2.7 | -1.6 | -1 | -0.9 | -7 | -17 | -11 | -1.7 | 18
COc1ccccc1OCC(O)CN1CCN(C(=O)c2ccccc2)CC1 (stereo not given) | 0.4 | -3.2 | -12 | 3.2 | -9 | -17 | -11 | -1.1 | 29
COCCNC(=O)CCc1ccc(S(=O)(=O)Nc2ccc(C)cc2)cc1 | 0.9 | -5.6 | 0 | 0.8 | 2 | -5 | -7 | -3.5 | 17
O=C(CCc1ccccc1)Nc1ccccc1C(F)(F)F | -2.2 | -0.5 | -4 | -0.9 | 0 | -2 | -1 | -1.1 | 32
COc1ccc(CN2CCC(=O)N([C@H](CO)c3ccccc3)CC2)cc1OC | 1.3 | -4.7 | 0 | 1.1 | 12 | -14 | -7 | -3.6 | 4
COc1cccc(C(=O)N/N=c2/oc3ccccc3cc2C(N)=O)c1 | -1.1 | -0.4 | -10 | 1.4 | -4 | -28 | -11 | -0.9 | /
O=C(NC(=S)NCc1ccc(F)cc1)c1ccccc1 | -2.1 | -1.8 | -6 | -1.6 | 2 | -3 | -10 | 0.2 | -6
CCc1cc2c(=O)n(-c3ccc(C)cc3)cnc2s1 | -2.3 | 0.8 | 0 | 1.2 | 6 | -8 | 18 | -1.6 | -2
C/C(=N\NC(=O)c1nn(C)cc1Br)c1cccc(NC(=O)c2ccncc2)c1 | -0.3 | -3.6 | -4 | -1.5 | 19 | -3 | 7 | -5.2 | -3
CC(Oc1ccc(F)cc1)C(=O)Nc1ccc2ccccc2c1 (stereo not given) | -2.2 | -1.1 | -7 | -1.3 | 1 | -7 | 3 | -3.3 | 0
Cc1ccc(NC(=O)CSc2nc3ncc(Br)cc3[nH]2)cc1C | 0.0 | 0.2 | -4 | 0.5 | -16 | -12 | -15 | 0.5 | 12
Cc1onc(-c2ccccc2)c1C(=O)NC(C)c1ccc2c(c1)OCO2 (stereo not given) | -0.3 | -1.3 | -4 | 0.3 | -5 | -22 | -4 | 1.3 | 32
COc1cccc(OCc2cc(C(=O)NCCc3cccc(C)n3)no2)c1 | 0.5 | -2.4 | 0 | 2.1 | -3 | -31 | -10 | -0.7 | 26

An excerpt from the list above:
SMILES | OXTR ag | IMP-1 inhibitor | GalR3 antag | V1aR counter | NS3 helicase inh | FID counter | GPR7 antagonist | VIM-2 inhibitor | PHOSPHO1 inh
Cc1onc(-c2ccccc2)c1C(=O)NC(C)c1ccc2c(c1)OCO2 (stereo not given) | -0.3 | -1.3 | -4 | 0.3 | -5 | -22 | -4 | 1.3 | 32
COc1cccc(OCc2cc(C(=O)NCCc3cccc(C)n3)no2)c1 | 0.5 | -2.4 | 0 | 2.1 | -3 | -31 | -10 | -0.7 | 26

Following part.
SMILES | OXTR ag | IMP-1 inhibitor | GalR3 antag | V1aR counter | NS3 helicase inh | FID counter | GPR7 antagonist | VIM-2 inhibitor | PHOSPHO1 inh
O=C(CNC(=O)N1CC(=O)Nc2ccccc21)NCc1cccc(Cl)c1 | 1.1 | -1.1 | 2 | -0.3 | 3 | -8 | -5 | -0.7 | 26
Cc1cccc(Nc2nc(N)nc(CN3CCC(C)CC3)n2)c1C | -0.5 | -1.7 | -8 | 0.1 | 2 | -5 | -10 | -2.1 | 22
O=C1CC(N(CCc2ccccc2)C(=S)Nc2ccccc2)C(=O)N1c1ccccc1 (stereo not given) | 7.4 | -2.4 | -12 | 7.4 | -36 | -10 | 5 | -1.2 | 0
O=C(COc1ccc(Cl)cc1Cl)NCCCNC(=O)c1cnccn1 | 2.8 | -1.9 | -1 | 2.2 | 7 | -26 | -2 | -1.5 | 45
CC(=O)C1=C(C)NC(SCC(N)=O)=C(C#N)C1CC(C)C (stereo not given) | -0.2 | -2.5 | -4 | -0.7 | 5 | -7 | -7 | -2.8 | -3
COc1ccc(C(=O)NCCCNC(=O)c2cccnc2)cc1Br | -0.8 | -4.4 | 8 | 0.4 | 1 | -11 | -12 | -3.9 | 16
CCCCNC(=O)C1CC(=O)N(C2CCCC2)C1 (stereo not given) | 0.5 | -2.5 | -4 | 0.3 | -7 | -4 | 7 | -3.7 | 3
Cc1cc(=O)c2ccccc2n1Cc1ccccc1 | 2.0 | -3.8 | -8 | 6.0 | -3 | 6 | -2 | -0.6 | -1
COC(=O)C1(NC(=O)NC23CC4CC(CC(C4)C2)C3)CCCCC1 | 0.0 | -0.6 | -7 | -0.3 | 1 | -5 | -8 | 0.8 | 25
O=C(CN(Cc1ccccc1Cl)C(=O)Cn1nnc(-c2cccs2)n1)NCC1CCCO1 (stereo not given) | 1.9 | -0.9 | / | 2.2 | 12 | -28 | 11 | 0.8 | -2
COc1ccc(C(=O)OCC(N)=O)cc1[N+](=O)[O-] | 0.3 | -3.4 | -2 | 0.8 | -14 | 0 | -12 | -0.3 | 2
Cc1cc(=O)oc2ccc(OCC(=O)N3CCC(C)CC3)cc12 | 1.5 | 0.7 | 0 | 1.2 | -4 | -8 | -3 | 1.5 | -8
COC(=O)c1c(CSc2ccc(C)c(C)c2)noc1C(=O)NCc1ccc(OC)cc1 | 2.8 | -1.7 | -4 | 4.6 | -9 | -18 | 1 | -0.2 | -1
COc1cc(C2NC(=O)NC(O)(C(F)(F)F)C2C(=O)c2ccc(Cl)cc2)ccc1O (stereo not given) | -0.4 | -3.6 | -8 | -0.2 | 1 | 0 | -11 | -1.7 | 41
O=C(COc1ccc(Br)cc1Cl)NCCCN1CCOCC1 | 0.7 | -1.8 | 2 | 1.1 | -5 | 3 | -23 | -1.2 | 33
O=[N+]([O-])c1ccc(-n2nnnc2-c2ccccc2)cc1 | -0.4 | -2.4 | -4 | -0.5 | 0 | -4 | 3 | -3.0 | 6
CCOc1ccc(N=C2SCCCN2C(=O)c2c(CC)noc2C)cc1 | -1.0 | -1.3 | 1 | 1.8 | -10 | -35 | -10 | -3.1 | 43
Cc1nnc(SCc2cn3ccsc3n2)n(N)c1=O | -0.5 | -3.0 | -2 | -0.9 | 2 | -2 | -2 | -3.1 | -47
O=C(NCc1ccco1)c1cc(-c2ccco2)on1 | -0.9 | -2.6 | / | 0.1 | 0 | -6 | 17 | -1.8 | 3

Two compounds from above, limited to NS3 helicase inh.
| SMILES | NS3 helicase inh |
| --- | --- |
| O=C(COc1ccc(Cl)cc1Cl)NCCCNC(=O)c1cnccn1 | 7 |
| Cc1cccc(Nc2nc(N)nc(CN3CCC(C)CC3)n2)c1C | 2 |
